CBFb RUNX1 block: blocks binding between human CBF-beta and RUNX1 | Q01196+Q13951 | AlphaScreen CBFb-His/RUNX1-biotin binding, biochemical | Potency, µM (titrated, usually from 59.8 µM), for the others: at the highest dose activity, negative = inhibition, actives largely listed as inhibitors | 230,000 tested, under 10 active; further: % of control where 0% means no effect
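CBFb-His/RUNX1-biotin, 30 nM each, preincubated 20 min RT; compound 15 min RT; Ni + streptavidin beads 50 ng each, 90 min RT; AlphaScreen read.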
Tau fibril FP: blocks human tau fibril formation measured by polarization; P10636; K18 P301L tau heparin fibrillization, Alexa594 FP, 6 h; Potency, µM (highest dose often 57.7 µM), inactives show top-dose activity, negative = inhibition, usual class: inhibitors; 280,000 compounds, 0.39% hits; AID 1468; further: potency means the concentration at half of the fitted maximal effect; on the % scale 0 is the no-effect control and ±100 the full control effect; nearly all actives have a fitted effect of over 55% in size
Target sequence (P10636 561-689 P618L limits assumed): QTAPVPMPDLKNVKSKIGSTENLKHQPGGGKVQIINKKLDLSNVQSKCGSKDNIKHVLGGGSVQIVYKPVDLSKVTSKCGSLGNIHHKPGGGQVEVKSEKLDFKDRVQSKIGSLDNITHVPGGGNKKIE
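Human tau K18 […] P301L fragment, 15 uM unlabeled plus 0.24 uM Alexa 594-labeled tau (final), with compound and 20 uM heparin in 100 mM sodium acetate pH 7; 6 hr at 37 C, then Alexa 594 FP read.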
Tau fluor counter: counter-screen for tau fibril formation inhibitors. 280,000 compounds, 0.93% hits. AID 1463. tau K18 P301L Alexa594 fluorescence, heparin fibrillization. Potency, µM (doses to about 57.7 µM), for inactives: at the top dose activity change, negative = decrease; further: potency means the concentration at half of the fitted maximal effect; on the % scale 0 is the no-effect control and ±100 the full control effect; nearly all actives have a fitted effect of over 55% in size
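Human tau K18 P301L (15 uM unlabeled, 0.24 uM Alexa 594-labeled) in 100 mM sodium acetate pH 7 with 20 uM heparin, 6 hr at 37 C. ThT 30 uM added, 1 hr ambient; Alexa 594 FP and total fluorescence read at 555/632 nm.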
GLA spleen mod: inhibitors or activators of human alpha-galactosidase in spleen homogenate; P06280; human spleen homogenate, 4MU-alpha-Gal fluorescence, 40 min; Potency, µM (series often up to 80 µM), for the others: at the top dose activity change, negative = inhibition, hits mostly inhibitors; 240,000 compounds, 0.008% hits;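 further: potency means the concentration at half of the fitted maximal effect; 0% = enzyme with vehicle and -100% = no enzyme basal signal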
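Spleen homogenate 1 ug + cpd (titration) + 4-MU-alpha-D-galactopyranoside 1 mM; 37C 40 min; 50 mM citrate/phosphate pH 5.0, 0.01% Tween-20; stop pH 10; fluorescence 365/440; AC50 via Hill.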
TR SRC2 fluor cs: alters Texas Red total fluorescence, flagging assay interference; Potency, µM (titrated, usually from 106 µM), without a hit: at the highest dose fluorescence change, negative = quenching; 280,000 compounds, 0.29% hits; TRb/SRC2 Texas Red total fluorescence interference; active means well fitted curve in either direction with a large enough effect; inconclusive means small, poorly fitted or top-dose-only effect; further: potency means the concentration at half of the fitted maximal effect; on the % scale 0 is the no-effect control and ±100 the full control effect
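Human TRβ ligand-binding domain (0.6 uM) and Texas Red SRC2 peptide (20 nM) in Tris buffer with 1 uM T3 and 5% DMSO were incubated with pinned compound for 5 hr at ambient temperature. Total fluorescence was computed as S + 2P (555/632 nm).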
TRb-SRC2 inh: disrupts binding of human TR beta to SRC2. Potency, µM (doses to about 106 µM), without a hit: at the top dose activity change, negative = inhibition, hits mostly inhibitors. 280,000 compounds, 0.065% hits. AID 1469. TRbeta-SRC2 peptide binding, fluorescence polarization; receptor liganded with 1 µM T3;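 further: potency means the concentration at half of the fitted maximal effect; plate controls were bound peptide for no effect and peptide without receptor for full effect; nearly all actives have a fitted effect of over 50% in size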
Target sequence (P10828 whole entry, looked up): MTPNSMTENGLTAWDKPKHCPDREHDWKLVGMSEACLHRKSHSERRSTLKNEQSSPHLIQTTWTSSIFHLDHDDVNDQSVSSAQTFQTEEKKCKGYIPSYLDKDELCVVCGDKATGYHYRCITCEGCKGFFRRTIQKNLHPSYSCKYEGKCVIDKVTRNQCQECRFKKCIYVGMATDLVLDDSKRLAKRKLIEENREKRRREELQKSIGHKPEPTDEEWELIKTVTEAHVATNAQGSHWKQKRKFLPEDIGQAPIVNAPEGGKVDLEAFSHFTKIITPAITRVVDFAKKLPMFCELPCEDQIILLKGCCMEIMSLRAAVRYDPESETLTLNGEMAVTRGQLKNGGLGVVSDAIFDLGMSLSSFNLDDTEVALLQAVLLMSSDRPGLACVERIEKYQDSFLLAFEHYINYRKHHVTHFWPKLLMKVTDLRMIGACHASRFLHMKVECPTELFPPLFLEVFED
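A fluorescence polarization screen tested compounds at multiple concentrations against complex formation between 0.6 uM TRb ligand-binding domain and 20 nM Texas Red SRC2 peptide, with 1 uM T3 present; readout after 5 hr.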
Epigenetic derep: derepresses silenced GFP reporter in murine cells; Potency, µM (titrated, usually from 53.9 µM), for the others: at the top dose GFP activation, usual class: activators; 280,000 compounds, 0.2% hits; murine LDR cells, GFP reporter derepression, 30 h; further: potency means the concentration at half of the fitted maximal effect; % of control where 0% means no effect; nearly all actives have a fitted effect of over 60% in size
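Reporter derepression read as number of fluorescent GFP-positive objects, 20-120 um in size, counted by laser-scanning cytometer. Mouse LDR line with an epigenetically silenced CMV-GFP locus; compound incubation 30 h, 37 C.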
NPSR antagonist: neuropeptide S receptor (human) antagonism, cAMP; Q6W5P4; Potency, µM (doses to about 38.3 µM), for inactives: at the highest dose activity change, negative = inhibition, hits mostly inhibitors; CHO-NPSR cells, cAMP TR-FRET, antagonist mode; 220,000 compounds, 1% hits; further: potency means the concentration at half of the fitted maximal effect; on the % scale 0 is the no-effect control and ±100 the full control effect; nearly all actives have a fitted effect of over 50% in size; many of its hits are not listed in these tables
Target sequence (Q6W5P4 whole entry, looked up): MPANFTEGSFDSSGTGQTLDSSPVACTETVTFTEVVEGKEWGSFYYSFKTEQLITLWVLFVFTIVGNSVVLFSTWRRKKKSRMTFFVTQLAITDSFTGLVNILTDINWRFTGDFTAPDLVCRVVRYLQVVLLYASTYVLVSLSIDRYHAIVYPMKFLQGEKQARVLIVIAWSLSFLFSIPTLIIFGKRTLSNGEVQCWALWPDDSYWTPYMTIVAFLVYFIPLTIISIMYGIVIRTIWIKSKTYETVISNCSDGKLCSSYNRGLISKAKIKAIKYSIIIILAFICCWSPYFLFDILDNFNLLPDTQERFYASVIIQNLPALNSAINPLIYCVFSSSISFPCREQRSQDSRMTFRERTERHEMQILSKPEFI
An asterisk follows results filed as active; ? = inconclusive; · = no result given; & = joins results of further samples; [ ] = dose if it differs, or a comment. Unless noted, the call rests on the fitted dose curve; in most records, active means well fitted curve in the direction sought with a large enough effect; inconclusive means small, poorly fitted or top-dose-only effect, or another doubt; inactive means no such curve, though single readings can be large; an effect the other way counts as inactive or inconclusive. A portion of the library; rates above refer to the full screens.

SMILES	Tau fibril FP	CBFb RUNX1 block	Tau fluor counter	GLA spleen mod	TR SRC2 fluor cs	TRb-SRC2 inh	NPSR antagonist	Epigenetic derep
Fc1ccc(-c2ccnc(=S)[nH]2)cc1	?	10%	-12%	1%	-2%	-7%	14%[46.1 µM]	0.0%
COc1ccc(C(=O)Nc2c3c(nn2-c2cccc(Cl)c2)CS(=O)C3)cc1 (stereo unspecified)	-3%	5%	-9%	6%	0%	-2%	-9%[46.1 µM]	-1.0%
C=CCc1cccc2cc(-c3nc4ccc(C)cc4[nH]3)c(=O)oc12	6%	·	-4%	·	-25%	2%	·	4µM*
Cc1ccc(-n2nc(CO)c(C(=O)NC(C)CCCc3ccccc3)n2)cc1 (stereo unspecified)	-14%	·	0%	·	-2%	-3%	·	1.0%
Cc1noc(C)c1-c1ccc2ncnc(NCc3cc(F)cc(F)c3)c2c1	·	8%	·	3%	-2%	5%	·	·
Cc1cc(NC(=O)c2cc(C(C)C)on2)no1	2%	1%	7%	5%	0%	5%	-9%[46.1 µM]	4.5%
c1ccc2sc(NCC3CCCO3)nc2c1 (stereo unspecified)	-3%	-9%	-1%	0%	-1%	0%	14%	1.0%
CCOC(=O)CN1C(=O)C(O)=C(C(C)=O)C1c1ccc([N+](=O)[O-])cc1 (stereo unspecified)	0%	-13%	-3%	3%	-2%	-5%	-5%[46.1 µM]	-2.5%
O=C1S/C(=C/c2ccc(N3CCOCC3)o2)C(=O)N1Cc1c(F)cccc1Cl	11%	-3%	-25%	5%	2%	-14%	?	2.5µM*
O=C(OCc1ccccc1)C1=NNC2C(=O)N(c3ccc(Br)cc3)C(=O)C12 (stereo unspecified)	-2%	7%	2%	5%	0%	-1%	9%	0.1%
CC(=O)Nc1ccc(NC(=O)c2cccc(-c3cc4ccccc4oc3=O)c2)cc1	3%	?	-4%	6%	0%	-9%	-3%	-1.0%
CCOC(=O)c1cc(-c2ccc(C)cc2)n(CCCC(=O)Nc2cc(C)ccc2C)c1	-4%	·	-9%	·	-8%	-4%	·	1.7%
COc1ccccc1Oc1ccc(Oc2ccccc2OC)cc1	2%	?	-8%	15%	0%	7%	-37%	-0.4%
COc1ccc(NC(=O)COc2ccc(C(=O)OCC(=O)N(C(C)C)C(C)C)cc2OC)cc1	0%	0%	-13%	-15%	-4%	1%	-14%	0.0%
CC(C)CCNC(=O)CN(C(=O)Cn1nnc(-c2ccccc2F)n1)c1cccc2c1CCCC2	-1%	-1%	-21%	-3%	-4%	2%	?	2.0%
COc1ccc(NC(=S)NCc2cccs2)c(OC)c1	-2%	4%	-3%	-2%	-1%	-2%	8%	0.0%
N#Cc1c(Oc2ccc3ccccc3c2)sc(C(=O)c2ccccc2)c1N	-12%	-5%	-17%	11%	-3%	1%	?	0.0%
Cc1cccc(NC(=O)COC(=O)c2cc3ccccc3oc2=O)c1	-3%	-3%	-2%	10%	0%	-1%	8%	1.1%
O=C(NNc1ncnc2c1cnn2-c1ccccc1)c1ccccc1	3%	·	-9%	·	-1%	1%	·	-1.0%
CCn1nnc(NC(=O)COc2ccc(C3CCCCC3)cc2)n1	4%	4%	-8%	-1%	2%	7%	-9%[46.1 µM]	-1.1%
CCC1CCCCN1C(=O)CSc1nc2c(c(=O)n(C)c(=O)n2C)n1C (stereo unspecified)	-2%	3%	-1%	-7%	1%[53 µM]	3%[53 µM]	6%	-4.8%
CCOC(=O)c1ccc(NC(=O)CC2Nc3cccc4cccc(c34)NC2=O)cc1 (stereo unspecified)	?	·	8.9µM*[quencher]	·	?	-11%	·	5.9%
CN[C@H]1CCc2cc(OC)c(OC)c(OC)c2-c2ccc(N[C@@H]3CCCCNC3=O)c(=O)cc21	2%	13%	-4%	5%	-1%	0%	·	0.0%
O=c1c(O)c(-c2ccc(O)c(O)c2)oc2c(OC3OC(CO)C(O)C(O)C3O)c(O)cc(O)c12 (stereo unspecified)	?	1%	-28%	-18%	-2%	4%	·	-1.3%
CCn1c(CNC(=O)COc2c(C)cccc2C)nnc1SCC(=O)Nc1nccs1	-3%	6%	2%	0%	-1%	-8%	-1%[46.1 µM]	-2.1%
O=C(NCc1ccccn1)c1cccn1-c1ncc(C(F)(F)F)cc1Cl	2%	-1%	3%	7%	-2%	-3%	22%	1.1%
O=C(NCc1cn2ccsc2n1)c1c(F)cccc1Cl	4%	12%	6%	5%	1%	-4%	-2%[46.1 µM]	0.0%
CCOc1ccc(CCNC(=O)CSc2nnnn2-c2ccccc2)cc1OCC	3%	·	-15%	·	-75%[53 µM]	-22%[53 µM]	·	-1.1%
O=S(=O)(c1ccc(Oc2ccc(S(=O)(=O)N(CCO)CCO)cc2)cc1)N(CCO)CCO	2%	3%	0%	8%	-2%	-2%	11%	0.1%
CCC(C)Sc1nnc(CNC(=O)C23CC4CC(CC(C4)C2)C3)n1C1CCCCC1 (stereo unspecified)	0%	11%	-1%	-1%	-2%	3%	-56%	0.0%
CCC(=O)N1CCN(c2ccc(NC(=O)c3ccc(N4CCCC4)c([N+](=O)[O-])c3)cc2)CC1	-9%	3%	-16%	3%	1%	-10%	13%	0.0%
O=C(Nc1ccccc1C(F)(F)F)N1CCC(CN2CCc3ccccc3C2)CC1	-5%	·	1%	·	12%	4%	·	-1.2%
COc1ccc(C(c2c(C)n(C)n(-c3ccccc3)c2=O)c2c(C)n(C)n(-c3ccccc3)c2=O)cc1O	-1%&-2%	-8%	13%&-11%	-3%	-1%&-4%	-3%&1%	6%	-2.0%&4.8%
COC(=O)c1ccc(Oc2nc(N3CCCCC3)nc(N3CCOCC3)n2)cc1	1%	7%	0%	0%	-1%	-10%	?	-6.3%
O=C(c1c[nH]c(C(=O)N2CCN(Cc3ccccc3)CC2)c1)C1CCCCC1	-2%	0%	0%	-1%	-9%	-1%	-29%	-0.1%
Cc1cccc(NC(=O)COC(=O)CNC(=O)C2CCCCC2)c1	-6%	4%	-17%	-1%	0%	13%	-13%[46.1 µM]	4.3%

Single records, from the list above. Screens in order: Tau fibril FP | CBFb RUNX1 block | Tau fluor counter | GLA spleen mod | TR SRC2 fluor cs | TRb-SRC2 inh | NPSR antagonist | Epigenetic derep
Results for CCOc1ccc(CCNC(=O)CSc2nnnn2-c2ccccc2)cc1OCC : 3% | · | -15% | · | -75%[53 µM] | -22%[53 µM] | · | -1.1%
Results for CCC(=O)N1CCN(c2ccc(NC(=O)c3ccc(N4CCCC4)c([N+](=O)[O-])c3)cc2)CC1 : -9% | 3% | -16% | 3% | 1% | -10% | 13% | 0.0%

(continued)
SMILES	Tau fibril FP	CBFb RUNX1 block	Tau fluor counter	GLA spleen mod	TR SRC2 fluor cs	TRb-SRC2 inh	NPSR antagonist	Epigenetic derep
O=C(COC(=O)[C@H](Cc1ccccc1)NC(=O)c1cccs1)Nc1ccccc1C(F)(F)F	4%	1%	-12%	1%	-2%	0%	-13%[46.1 µM]	0.0%
Cc1ccc(NN2C(=O)C=C(c3ccccc3)C2=O)cc1	-13%	-10%	-3%	3%	-2%	-2%	?	-1.4%
Cn1c(SCc2cccc(C(F)(F)F)c2)nnc1-c1ccco1	-5%	4%	-6%	-11%	-1%	-6%	-14%[46.1 µM]	0.0%
CC(C)CC1NC(=O)N(CC(=O)N2CCN(S(=O)(=O)c3ccc4ccccc4c3)CC2)C1=O (stereo unspecified)	8%	16%	0%	-1%	-2%	6%	-13%[46.1 µM]	-3.4%
CS(=O)(=O)N1CCN(c2ncccn2)CC1	-3%	3%	1%	-10%	0%	4%	-4%[46.1 µM]	-0.7%
Cc1cccc(N2CCN(C(=O)c3cnc4c(C)cccn4c3=O)CC2C)c1 (stereo unspecified)	3%	·	-1%	·	-4%	-3%	·	-1.3%
CC(=O)Nc1ccc(OCC(=O)c2cc(C)ccc2C)cc1	-7%	1%	-19%	-12%	-1%	5%	-11%[46.1 µM]	0.8%
CCCSc1nc2sc3c(c2c(=O)n1Cc1ccccc1)CC(C)(CC)OC3 (stereo unspecified)	1%	·	-9%	·	-7%	-4%	·	-1.6%
Cc1ccc(-c2nc3c4ccccc4ccn3c2CN2CCCCC2)cc1	6%	-5%	-23%	8%	0%	-3%	-50%	?
Cc1ccc(S(=O)(=O)NCCN=C(CN2CCOCC2)NS(=O)(=O)c2ccc(C)cc2)cc1	-1%	6%	-1%	-2%	0%	-4%	-8%[46.1 µM]	0.0%
O=C(COc1ccc([N+](=O)[O-])cc1)NCc1cccnc1	-6%	-5%	1%	4%	0%	4%	16%	-0.9%
CCCCCc1cc(=O)oc2c(C(CCN3CCCCC3)c3cc(OC)c(OC)c(OC)c3)c(OC)cc(OC)c12 (stereo unspecified)	3%	-10%	11%	-8%	-2%	-2%	10µM*	-4.7%
COC(=O)c1n[nH]nc1-c1ccccc1	0%	-9%	3%	9%	-3%	0%	2%	0.1%
Cc1ccc(NC(=O)CNCC(c2ccccc2)N(C)C)cc1F (stereo unspecified)	-15%	1%	-17%	-15%	-1%	3%	15%	0.0%
COC(=O)c1cc(C(=O)Nc2nnc(CC(C)C)s2)cc([N+](=O)[O-])c1	1%	-3%	-10%	-3%	2%	-1%	-13%	0.0%
CCCCn1c(S(=O)(=O)O)nc2ccccc21	-7%	5%	-8%	3%	-5%	6%	-9%[46.1 µM]	7.3%
N#CCCn1cc(C(=O)Nc2ccc(C(=O)O)cc2)c(-c2ccc([N+](=O)[O-])cc2)n1	-6%	-2%	-6%	-9%	-4%	-8%	17%	-0.3%
O=C1NC(Nc2ccccn2)(C(F)(F)F)C(=O)N1c1ccc(F)cc1 (stereo unspecified)	8%	2%	0%	4%	1%	-3%	-13%[46.1 µM]	1.2%
Cc1c(Br)cc(C(=O)NC2CCCCC2)c(C)c1C	1%	0%	0%	2%	-1%	-7%	-12%[46.1 µM]	0.3%
O=C(COc1ccc2c(c1)OCO2)Nc1ccccc1C(F)(F)F	5%	3%	-5%	7%	1%	7%	-16%	-0.2%
